Screening results as filed in PubChem BioAssay.
GPR151 activ: activators of human GPR151, primary screen, cell-based, PathHunter beta-arrestin, luminescence; 650,000 compounds, 1% hits; activation, % at 11.2 µM; PathHunter beta-arrestin GPR151 cells; in the data active means activation above about 4.9%;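 further: 0% = median of compound wells and 100% = cells with positive control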
Target sequence (Q8TDV0 whole entry, looked up): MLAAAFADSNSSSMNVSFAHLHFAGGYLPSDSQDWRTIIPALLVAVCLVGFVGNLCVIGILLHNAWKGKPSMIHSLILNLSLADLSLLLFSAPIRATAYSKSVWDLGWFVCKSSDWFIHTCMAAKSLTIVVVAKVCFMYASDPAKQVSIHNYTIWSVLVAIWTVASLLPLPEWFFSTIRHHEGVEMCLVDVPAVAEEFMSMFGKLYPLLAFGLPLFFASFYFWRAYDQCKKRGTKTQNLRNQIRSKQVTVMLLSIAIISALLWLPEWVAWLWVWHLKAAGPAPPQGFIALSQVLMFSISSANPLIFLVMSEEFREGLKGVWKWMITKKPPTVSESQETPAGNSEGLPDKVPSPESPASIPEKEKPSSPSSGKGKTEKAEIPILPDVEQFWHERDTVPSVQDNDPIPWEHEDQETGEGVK
MITF inh: MITF inhibitors, primary screen, biochemical, AlphaScreen, human; Microphthalmia-associated transcription factor (Homo sapiens), O75030; AlphaScreen MITF homodimerization, bead proximity signal; inhibition, % at 2.6 µM; 650,000 compounds, 0.91% hits; AID 1259374, 2018; in the data active means inhibition above about 50%;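 further: 0% = vehicle wells with protein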
Target sequence (O75030 whole entry, looked up): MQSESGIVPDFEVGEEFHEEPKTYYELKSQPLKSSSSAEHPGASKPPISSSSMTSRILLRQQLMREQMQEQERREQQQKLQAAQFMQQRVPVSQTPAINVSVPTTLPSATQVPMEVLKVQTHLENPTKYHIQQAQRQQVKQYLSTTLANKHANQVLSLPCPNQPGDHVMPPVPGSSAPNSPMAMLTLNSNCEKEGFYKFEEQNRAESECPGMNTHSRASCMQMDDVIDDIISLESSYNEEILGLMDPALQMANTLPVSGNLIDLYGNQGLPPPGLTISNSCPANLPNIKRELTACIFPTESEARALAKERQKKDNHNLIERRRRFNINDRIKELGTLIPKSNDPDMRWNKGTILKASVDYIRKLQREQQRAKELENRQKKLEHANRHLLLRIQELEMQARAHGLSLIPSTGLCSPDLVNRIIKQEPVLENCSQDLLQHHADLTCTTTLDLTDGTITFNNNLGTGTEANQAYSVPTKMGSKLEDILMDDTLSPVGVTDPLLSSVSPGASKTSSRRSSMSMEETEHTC
TEAD-YAP inh: TEAD-YAP interaction inhibition, primary screen, TEAD-YAP interaction inhibitor project, luminescence, HEK-TIYL cells; TEAD-Gal4/YAP UAS-luciferase luminescence; 640,000 compounds, 1.4% hits; inhibition, % at 9.12 µM; in the data active means inhibition above about 32%;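 further: 0% = median of test compound wells and 100% = reference inhibitor wells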
FBW7 act: FBW7 E3 ligase activators, primary screen, biochemical, AlphaScreen, human; F-box/WD repeat-containing protein 7 (Homo sapiens), Q969H0; AlphaScreen FBW7–phospho-cyclin E peptide binding, activator screen; normalized activity (activation), % at 26.1 µM; 650,000 compounds, 0.13% hits; in the data active means normalized activity above about 1.9%;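 further: purified mutant Fbw7 with reduced substrate affinity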
The depositor's hits bear a star; & = joins results of further samples; ! = not confirmed by another sample.

Every second line gives: GPR151 activ | MITF inh | TEAD-YAP inh | FBW7 act
COc1cccc(C(=O)Nc2cc(-c3nn4c(C)nnc4s3)ccc2C)c1
    0.3 | 1 | 11 | -0.1
CCn1c(C(=O)O)c(C=O)c2ccccc21
    0.4 | 23 | -5 | -0.3
CN1CCN(CCOCCOc2ccccc2-c2ccccc2)CC1
    -0.3 | 50 | -14 | -0.1
Cn1nccc1Nc1nc(NCCN2CCOCC2)c2ncn(CCN3CCCC3=O)c2n1
    -1.7 | 9 | 0 | 0.0
COc1ccc(NC(=O)N2CCC(CN3CCOCC3)CC2)cc1OC
    6.9* | 5 | 5 | 0.4
CC1=C(C(=O)OCc2ccccc2)C(c2ccco2)n2ncnc2N1 (stereo not drawn)
    2.7 | 1 | -12 | 0.5
Cn1c(SCC(=O)NCc2ccccc2)nnc1C1CC1
    0.1 | -2 | -7 | 0.0
Cc1cnc(N2CCC(N3CCOCC3)CC2)nc1Nc1ccc2c(c1)OCO2
    2.3 | -5 | -9 | -0.1
O=C(NC(=S)NCc1nc2ccccc2[nH]1)c1ccc(F)cc1
    0.9 | 5 | -7 | -0.1
COCCn1c(SC)nnc1-c1ccc(OC)cc1
    -0.4 | 6 | -1 | 0.0
CCc1ccccc1Nc1nc(-c2ccccc2)cs1
    0.2 | -2 | -12 | -0.1
COc1ccc(OCC(=O)Nc2cc(-c3nc4ncccc4o3)ccc2Cl)cc1
    0.4 | 3 | -7 | 0.0
CCOc1ccc2nc(SCC(=O)Nc3ccc(OC)cc3[N+](=O)[O-])sc2c1
    0.0 | 9 | 2 | 0.1
Cc1ccc2nc3c(cc(C#N)c(=O)n3Cc3ccc(F)cc3)c(=O)n2c1
    -1.0 | -3 | 0 | 0.6
O=C1NC(=O)C(Cc2ccccc2F)(C2CCN(Cc3nccs3)CC2)N1 (stereo not drawn)
    4.2 | -2 | 4 | -0.1
O=C(O)c1cc(-c2ccc(/C=N/N3C(=O)C4C5C=CC(C5)C4C3=O)o2)ccc1Cl (stereo not drawn)
    1.8 | 5 | 7 | -0.1
COc1ccc(OC)c(NC(=O)CCNc2c(N3CCCC3)c(=O)c2=O)c1
    4.6 | -2 | -1 | 0.0
CCOC(=O)Oc1cc2oc(=O)sc2cc1Cl
    0.2 | -4 | 2 | -0.6
Cc1cccc(-n2nc3c(c2NC(=O)c2ccc(Br)o2)CSC3)c1
    -0.4 | 16 | 7 | 0.2
CCOC(=O)N1CCN(C(=O)c2ccc3c(=O)n(-c4ccccc4)c(SCC(=O)c4ccccc4)nc3c2)CC1
    0.4 | 1 | 4 | -0.1

Seven compounds already listed, arranged by heavy-atom count, descending.
Every second line gives: GPR151 activ | MITF inh | TEAD-YAP inh | FBW7 act
CCOC(=O)N1CCN(C(=O)c2ccc3c(=O)n(-c4ccccc4)c(SCC(=O)c4ccccc4)nc3c2)CC1
    0.4 | 1 | 4 | -0.1
COc1ccc(OCC(=O)Nc2cc(-c3nc4ncccc4o3)ccc2Cl)cc1
    0.4 | 3 | -7 | 0.0
CCOc1ccc2nc(SCC(=O)Nc3ccc(OC)cc3[N+](=O)[O-])sc2c1
    0.0 | 9 | 2 | 0.1
O=C1NC(=O)C(Cc2ccccc2F)(C2CCN(Cc3nccs3)CC2)N1 (stereo not drawn)
    4.2 | -2 | 4 | -0.1
Cc1cccc(-n2nc3c(c2NC(=O)c2ccc(Br)o2)CSC3)c1
    -0.4 | 16 | 7 | 0.2
CCc1ccccc1Nc1nc(-c2ccccc2)cs1
    0.2 | -2 | -12 | -0.1
CCOC(=O)Oc1cc2oc(=O)sc2cc1Cl
    0.2 | -4 | 2 | -0.6

(cont.)
Every second line gives: GPR151 activ | MITF inh | TEAD-YAP inh | FBW7 act
Cc1ccc(C(=O)CSc2nc3ccccc3c(=O)n2-c2ccc(Cl)cc2)cc1
    1.1 | -8 | 0 | 0.0
CCCCn1c(C(CC)N(C)C)n[nH]c1=S (stereo not drawn)
    0.7 | 19 | -7 | 0.1
Cc1ccc(-n2c3c(c(=O)[nH]c2=O)C(NC(=O)C2CC2)(C(F)(F)F)C(=O)N3)cc1 (stereo not drawn)
    -0.6 | -20 | 0 | 0.2
CCSc1nnc2c(n1)OC(c1ccco1)N(C(=O)CC)c1ccccc1-2 (stereo not drawn)
    0.2 | -2 | 12 | 0.0
COc1cc(CNC(=O)c2ccc(Cl)cc2)cc(OC)c1OC
    0.4 | 0 | -1 | -0.1
COc1cc(/C=N/Nc2oc(C)nc2C#N)cc(Br)c1O
    -0.2 | -5 | -19 | -0.2
Cc1ccccc1C(OCCN(C)C)c1ccccc1 (stereo not drawn)
    -2.0&-0.8&-1.8&-1.4&3.9 | -14&20&18&10&21 | 6&7 | 1.9*!
c1ccc(CCn2c(CSc3nnnn3-c3ccccc3)nc3ccccc32)cc1
    -1.6 | 14 | 2 | 0.1
CC(C)(C)c1cc(C(C)(C)C)c(N)c(C(C)(C)C)c1
    -1.3 | -2 | 3 | 0.0
O=C(CSc1nnc2c(n1)[nH]c1ccc(F)cc12)Nc1ccc([N+](=O)[O-])cc1
    0.2 | 7 | 0 | -0.1
COc1ccc(NC(=O)CCn2nc(-c3ccccc3)c3ccccc3c2=O)cc1
    0.4 | 1 | 7 | -0.1
CCN(c1ccccc1)S(=O)(=O)c1ccc(N)c(Cl)c1
    0.1 | 13 | 0 | -0.1
CCn1c(=O)c2sccc2n2c(CCCC(=O)NCc3ccccc3Cl)nnc12
    1.3 | 0 | 8 | -0.1
NC(=O)CCC(=O)NCC1Cc2cccc(-c3ccccc3C(F)(F)F)c2O1 (stereo not drawn)
    0.6 | 9 | -6 | 0.1
COc1ccc2oc(=O)c(-c3nnc(N)s3)cc2c1
    -1.4 | 10 | -38 | 0.9
CCOC(=O)c1sc2nc(CC(=O)OC)nc(Nc3ccc4c(c3)OCCO4)c2c1C
    -1.1 | 0 | 0 | -0.2
Nc1ncc(Br)cc1S(=O)(=O)N1CCN(c2cccc(Cl)c2)CC1
    1.1 | 7 | 1 | 0.1
Cc1ccccc1NC(=O)C1(S(=O)(=O)c2ccc(Cl)cc2)CC1
    0.6 | -3 | 0 | 0.0
CC(=O)Nc1ccc(NC(=O)CN2C(=O)CC(c3ccco3)Sc3ccccc32)cc1 (stereo not drawn)
    -1.2 | -2 | -2 | -0.1
CCOC(=O)c1c(C)oc2c1c(C(c1ccc(C)cc1)N1CCOCC1)c(O)c1ccccc12 (stereo not drawn)
    1.0 | 12 | -43 | -0.1
CCCc1nnc(NC(=O)CN2CCOCC2)s1
    -0.1 | -2 | -5 | -0.1
N#Cc1ccc(N=c2oc3ccccc3cc2-c2nc3ccccc3[nH]2)cc1
    -0.1 | 14 | -44 | 0.0
Cc1ccc(C(O)CNC(=O)c2cc(C)oc2C)o1 (stereo not drawn)
    -0.4 | 12 | -23 | 0.0
Cc1ccc2nc(CCCC(=O)O)[nH]c2c1
    -0.8 | 8 | -1 | 0.1
COC(=O)c1c(NC(=S)N2CCN(c3ncccn3)CC2)sc2c1CCC(C)C2 (stereo not drawn)
    -1.5 | 16 | 2 | 0.5
COc1cc2c(cc1OC)CN(/C=N/c1sc3c(c1C#N)CC(C)(C)NC3(C)C)CC2
    -1.0 | -4 | -8 | -0.2
CCC(=O)c1ccc(N2CCN(C(=O)c3ccc(F)cc3F)CC2)c(F)c1
    1.1 | -8 | 4 | -0.1
CCCNC(=O)c1cc(-c2cccc(O)c2)on1
    -1.4 | 11 | 53* | 0.0
CCOc1ccc(-n2nc(C(=O)Nc3cc(C)ccc3OC)c3ccccc3c2=O)cc1
    -1.5 | -1 | 1 | 0.0
CNC(=S)NNC(=O)c1ccccc1F
    0.1 | -2 | 7 | -0.1
Cc1ccc(-c2nnc(SCC(=O)N3CCCCC3C)o2)cc1C (stereo not drawn)
    0.1 | 14 | -8 | 1.3
CCCCCCCCCCCCCC[C@@H](O)[C@@H](O)[C@H](CO)NC(C)=O
    -1.9 | 1 | -4 | 0.2
CCOC(=O)C1=C(CSc2nc3c(c(-c4cccs4)c2C#N)CCCC3)OC(N)=C(C#N)C1c1ccccc1Br (stereo not drawn)
    -2.1 | 19 | -5 | 0.7
COc1cc(C(=O)Oc2cc(=O)oc3ccccc23)cc(OC)c1OC
    2.1 | 22 | 0 | 0.0
CCCNc1c(N)n(-c2ccccc2)c(=O)[nH]c1=O
    -0.2 | 9 | -3 | 0.2
CCOc1ccc2c(c1)sc1c(C)cc(=O)oc12
    -0.5 | 0 | -6 | 0.1
COC(=O)C1=C(C)N(c2ccc(C)c(C)c2)/C(=C\c2ccc(OCC(=O)Nc3ccccc3OC)cc2)C1=O
    0.1 | -2 | -16 | 0.0
COc1cccc(CNC(=O)CN2C(=O)CCc3ccccc32)c1
    -1.1 | 3 | -12 | 0.0
CCOc1ccc(NC(=O)CCC(=O)N/N=C/c2c[nH]c3ccccc23)cc1
    0.0 | 18 | 14 | 0.2
Cc1ccc(NC(=O)CC(=O)Nc2ccc3nc4n(c(=O)c3c2)CCCCC4)cc1F
    0.4 | 1 | 2 | 0.0
c1ccc(CN2CCC(Nc3ccnc(N4CCN(Cc5ccc6c(c5)OCO6)CC4)n3)CC2)cc1
    0.3 | 1 | 2 | -0.1
CCN(Cc1ccccc1)C(=O)Cn1ncc2c(=O)oc3ccc(C)cc3c21
    1.7 | 5 | 10 | 0.1
Cc1n[nH]c(C)c1CCC(=O)N/N=C\c1cccc(Cl)c1
    -0.4 | -1 | -7 | -0.1
O=C(COc1ccc(Cl)cc1Cl)Nc1ccccc1N1CCOCC1
    0.3 | 10 | 0 | 0.0
CC(NC(=O)c1cc2c(=O)n(C)c3ccccc3c2n1C)c1ccc2c(c1)OCCO2 (stereo not drawn)
    -0.1 | 4 | 19 | 0.1
CC(=O)Nc1ccccc1-c1nnn(CC(=O)NC2CCCC2)n1
    -1.5 | 17 | -7 | 0.1
CCOC(=O)c1c(NC(=O)CSc2nnc(CNC(=O)c3ccco3)n2-c2ccccc2OC)sc2c1CCCC2
    0.1 | 13 | -2 | 0.2
CCCC(C)NC(=O)COC(=O)c1cc2ccccc2cc1O (stereo not drawn)
    -1.9 | 4 | -2 | 0.2
CN(C)c1ccc(C2CC(c3ccccc3)=NN2C(=O)c2ccc(F)cc2)cc1 (stereo not drawn)
    3.3 | 1 | 8 | 0.0
COc1ccc(CC(=O)Nc2ccc3ccccc3c2)cc1
    2.0 | -4 | -41 | 0.0

(cont.)
Every second line gives: GPR151 activ | MITF inh | TEAD-YAP inh | FBW7 act
CCN(CC)CCN(C)Cc1ccc(NC(C)=O)cc1
    0.6 | 64* | 5 | 0.4
COc1ccc(/C=C/c2nc(-c3cccc([N+](=O)[O-])c3)no2)cc1OC
    0.2 | -3 | -14 | 0.1
COc1ccc(/C=C/C(=O)NCc2ccccc2C)cc1
    0.2 | 18 | -7 | 0.1
CCOC(=O)C1=C(c2ccccc2)S/C(=C2/C(=S)C(C)(C)N(C(=O)c3ccccc3)c3cc(C)c(C)cc32)S1
    0.2 | 6 | 6 | 0.6
CC(C)C1=NOC(C(=O)N2CCC(N3CCC(C(=O)NC4CC4)CC3)CC2)C1 (stereo not drawn)
    1.2 | 6 | 3 | 0.1
O=C(O)c1ccc(Sc2nc3ccccc3o2)c([N+](=O)[O-])c1
    0.1 | -7 | -5 | -0.2
O=C(CSCc1ccccc1)NCCc1ccccc1
    -1.5 | 11 | -14 | 0.4
CC1(C)Cc2ccccc2C(Nc2nc(-c3ccccc3)cs2)=N1
    -0.6 | -9 | 4 | 0.0
COCCOC(=O)C1=C(C)OC(N)=C(C#N)C1c1ccco1 (stereo not drawn)
    -1.2 | 8 | -7 | 0.1
Cc1sc2ncn(CC(=O)NCc3ccco3)c(=O)c2c1-c1ccccc1
    -0.5 | 14 | 7 | 0.0
COC(=O)c1nnn(-c2nonc2N)c1C(C)(C)C
    -0.1 | 7 | -7 | 0.0
COCCCNC(=O)CC1Nc2ccccc2NC1=O (stereo not drawn)
    -0.8 | -7 | -2 | 0.1
Cc1ccc(S(=O)(=O)N2C3C=CC(C3)C2C(Cl)(Cl)Cl)cc1 (stereo not drawn)
    -0.7 | 5 | 9 | 0.0
Cc1cc(=O)oc2c(CN3CCN(C)CC3)c(O)ccc12
    0.4 | 2 | -1 | -0.1
CC(=O)OCC(=O)Nc1ccc(F)cc1[N+](=O)[O-]
    1.3 | 3 | 19 | 0.1
COC(=O)C1=CNC=C(C(=O)OC)C1c1cccs1
    -0.7 | 2 | 10 | 0.0
CC1CC(C)CN(c2nc3c(c(=O)[nH]c(=O)n3C)n2CCCSc2ncccn2)C1 (stereo not drawn)
    0.7 | 13 | 6 | 0.1
CCN(Cc1ccccc1)C(=O)CCC1(Cc2ccc3c(c2)OCO3)CCC(=O)N1 (stereo not drawn)
    -0.8 | -8 | 5 | 0.0
O=C(CNC(=O)CCc1ccccc1)N=Nc1c(O)[nH]c2ccccc12
    -1.7 | 1 | -9 | 0.4
